Compound activity (PubChem)
M17LAP inhibition – P. falciparum M17LAP inhibitors, primary screen, biochemical, fluorogenic H-Leu-NHMec substrate, 1536-well (AID 1619) | inhibition, % at 30 µM; hits with a dose series show IC50 in µM | recombinant M17LAP, H-Leu-NHMec fluorogenic kinetic assay; higher % means a stronger effect | Leucine aminopeptidase (Plasmodium falciparum (isolate 3D7)) | 220,000 compounds, 0.38% hits;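 active means compound inhibiting the enzyme by more than half at any dose during confirmatory dose-response retesting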;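 further: plate controls were full reaction with DMSO carrier for no effect and no enzyme background for full effect; strong numbers were not always called active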
P. falciparum M1AAP – P. falciparum M1AAP inhibitors, biochemical, fluorogenic H-Leu-NHMec substrate, 1536-well (AID 1445). Aminopeptidase N (Plasmodium falciparum (isolate 3D7)). recombinant M1AAP, H-Leu-NHMec fluorogenic kinetic assay; higher % means a stronger effect. one-dose inhibition, % at 30 µM; IC50 in µM for titrated hits. 220,000 compounds, 0.42% hits;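 active means primary inhibition above the hit cutoff, then over 50% inhibition at one or more dose response concentrations, cut at about 23% in these data, passing the limit was not always enough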;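 further: plate controls were DMSO full reaction for no effect and no enzyme background for full effect; strong numbers were not always called active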
PMI inhibitors – inhibitors of human PMI, primary screen, biochemical, fluorescence intensity, coupled assay (AID 1209) | purified PMI enzyme, coupled fluorescence intensity; higher % means a stronger effect | Mannose-6-phosphate isomerase (Homo sapiens) | inhibition, % at 20 µM, or IC50 in µM where a hit was titrated | 190,000 compounds, 0.42% hits;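 further: plate controls were DMSO vehicle for no effect and wells lacking substrate for full effect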
Hep lipid drop – inhibitors of hepatocyte lipid droplet formation, primary screen, imaging, high-throughput imaging, BODIPY stain | AML12 mouse hepatocytes, oleate lipid droplets | inhibition, % at 6.5 µM | 240,000 compounds, 0.4% hits | AID 1656, 2009;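 active means lipid droplet intensity inhibited by at least 50%, with more than 500 cells counted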
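Material – mouse AML12 hepatocyte cell line, fixed after treatment · Compound dosing – one dose, 6.5 µM compound · Times – compound with oleate, overnight · Measured by – Image-based BODIPY and DAPI two-channel analysis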
K1F lysis inhibition – inhibition of K1F phage lysis, E. coli UTI89, bacterial capsule biogenesis inhibitors, alamar blue (AID 488966); E. coli UTI89 K1F phage lysis, alamar blue, 2 h; higher % means a stronger effect; inhibition, % at 100 µM; hits with a dose series show IC50 in µM; 340,000 compounds, 0.02% hits;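 active means phage lysis inhibition, versus mean bacterial control, above a set limit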;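 further: capsule biogenesis inhibitors block K1F phage lysis so surviving cells raise fluorescence; higher fluorescence means more inhibition of phage lysis; actives were called in the ten point dose series up to 300 µM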
human PMI inhibitors – human PMI inhibitors, high substrate, primary screen, biochemical, fluorescence intensity, high mannose 6-phosphate (AID 1220) | Mannose-6-phosphate isomerase (Homo sapiens) | recombinant PMI enzyme, coupled fluorescence intensity; higher % means a stronger effect | inhibition, % at 20 µM; hits with a dose series show IC50 in µM | 190,000 compounds, 0.66% hits
Siah-1 displacement – Siah-1 peptide-binding antagonists, primary screen, biochemical, fluorescence polarization, rhodamine-plectin, uHTS (AID 1817). E3 ubiquitin-protein ligase SIAH1 (Homo sapiens). Siah-1 / rhodamine-plectin peptide fluorescence polarization; higher % means a stronger effect. one-dose displacement, % at 20 µM; IC50 in µM for titrated hits. 290,000 compounds, 0.02% hits;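 active means displacement of at least 50% at 20 µM, with a fluorescence ratio check between 0.3 and a set limit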;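 further: plate controls were Siah plus tracer with DMSO for no effect and tracer alone without Siah for full effect; strong numbers were not always called active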
TNAP activators – human TNAP enzyme activators, primary screen, biochemical, luminescent, no phosphate acceptor, uHTS (AID 1001); purified TNAP, luminescent activation assay, no phosphate acceptor; higher activation fold means a stronger effect; 200,000 compounds, 0.03% hits; Alkaline phosphatase, tissue-nonspecific isozyme (Homo sapiens); activation fold at 20 µM, or EC50 in µM where a hit was titrated; in the data active means activation fold from about 3, or a potency from the dose series; inactive means the rest, 99 in 100 with activation fold below about 1.6; further: many of its hits are not listed in these tables
XIAP displacement – XIAP antagonists, biochemical, IAP family, fluorescence polarization (AID 1018). XIAP BIR domain, fluorescence polarization peptide displacement; higher % means a stronger effect. displacement, % at 20 µM, or IC50 in µM where a hit was titrated. 200,000 compounds, 0.007% hits; in the data active means displacement above about 50%; further: a part of the inactive calls stands beside numbers as strong as those of hits
Hep lipid drop cells 6.5 µM – further read-out of Hep lipid drop, marked with its call; cell count; measured here: cell count, cytotoxicity flag;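 cells counted across two imaged fields per well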
* marks the source's active call; other numbers are inactive results; / = not tested or not shown; [ ] = dose if it differs, or a comment. Unless noted, no stated cut-off is given here; in the data, active means inhibition above about 50%; inactive means the rest.

Compound | M17LAP inhibition | P. falciparum M1AAP | PMI inhibitors | Hep lipid drop | Hep lipid drop cells 6.5 µM | K1F lysis inhibition | human PMI inhibitors | Siah-1 displacement | TNAP activators | XIAP displacement
Cc1ccc(C(=O)N/N=C\c2ccccn2)cn1 | 6% | -7% | / | 8 | 657 | 0.9% | / | 0% | / | /
COC(=O)c1ccccc1NC(=O)C1CCCO1 (stereo not given) | 19% | -3% | 0% | -1 | 638 | 5.4% | -5% | 4% | 1.1 | -2.5%
COc1ccc(OC)c(NC(=S)N2CCc3ccccc3C2)c1 | 7% | 9% | 9% | / | / | 0.0% | 17% | 0% | 1.1 | -3.5%
CC(C)c1onc(C(=O)NCc2ccc(Cl)cc2)c1[N+](=O)[O-] | -5% | 8% | 5% | 12 | 657 | 1.3%[50 µM] | 5% | 0% | 1.1 | -8.7%
CSCCC(NC(=O)c1ccccc1)C(=O)NC1CC1 (stereo not given) | 2% | -8% | -4% | -6 | 753 | 0.3% | -2% | -4% | 1.1 | 6.7%
O=C(CSCc1ccc(Cl)cc1Cl)Nc1ccccc1C(=O)Nc1ccc(C(=O)O)cc1 | 4% | 17% | -6% | 4 | 672 | -1.0% | -8% | 5% | 1.1 | -0.9%
CCCN1Cc2cccc(C(=O)NC(CC(=O)OCC)c3ccc(C)cc3)c2C1=O (stereo not given) | 2% | 5% | -4% | -17 | 665 | 3.1% | 0% | -2% | 1.1 | 1.0%
CC[N+](C)(C)c1cccc(O)c1 | 4% | 3% | -8% | -6 | 720 | -11% | -8% | 3% | 1.1 | -5.2%
Cn1c(N)c(C(=O)COC(=O)CC2CC3CCC2C3)c(=O)n(C)c1=O (stereo not given) | 6% | 4% | -18% | 9 | 708 | 0.2% | -11% | 7% | 1.2 | 0.8%
CCNc1cc(N2CCCC2)ccc1[N+](=O)[O-] | -4% | 11% | 25% | -4 | 637 | 4.8%[50 µM] | 33% | 11% | 1 | -2.8%
COC(=O)c1cc(O)c(O)c(O)c1 | 4% | 6% | 34% | -9 | 743 | -10% | 9% | 10% | 1 | -5.1%
N#C/C(=C/c1ccc(N2CCCCCC2)o1)c1cccc(F)c1 | 5% | 13% | 29% | 46 | 778 | -0.2% | 20% | -1% | 1.3 | 25%
S=c1ccc2ccccc2[nH]1 | 13% | 6% | -87% | 2 | 716 | -0.2% | -183% | 0% | 1 | -2.7%
COc1ccc(CCNC(=O)c2c(C)nc3ccccn23)cc1 | 1% | 1% | 1% | -9 | 723 | 0.0% | -3% | 7% | 1.1 | -4.6%
Cc1ccc(S(=O)(=O)NC2CCCCC2)c(C)c1NS(C)(=O)=O | -1% | -2% | -6% | -10 | 675 | -0.1% | -9% | 4% | 1.1 | -3.0%
CC(=O)Nc1ccc(S(=O)(=O)Nc2nc3ccccc3nc2Sc2nncn2C)cc1 | -12% | 4% | -44% | / | / | 0.2% | -60% | -4% | 1 | -7.2%
Cc1ccc(NC(=O)CN2CCc3ccccc3C2)cc1S(=O)(=O)N1CCOCC1 | 20% | 11% | 8% | -9 | 651 | 1.8% | 4% | 24% | 1.2 | -21%
CCCCC(=O)NC(Nc1ccc(C)cn1)(C(=O)OCC)C(F)(F)F (stereo not given) | -7% | 9% | 9% | / | / | 0.0% | 3% | -2% | 1.1 | -1.3%
COc1ccc(C(c2nnnn2C2CCCCC2)N2CCN(c3ccccc3F)CC2)cc1 (stereo not given) | -6% | 0% | 7% | 1 | 737 | 0.0% | 7% | -2% | 1.1 | -1.9%
O=C(Cn1nnc(-c2ccccc2F)n1)Nc1ccc(C(=O)N2CCOCC2)cc1 | 9% | 7% | 0% | 1 | 577 | 3.4%[50 µM] | 4% | -1% | 1.1 | -5.4%
Cc1ccc(-c2nn(-c3ccccc3)cc2/C=N/NC(=O)CSc2nnc(C)n2-c2ccccc2)cc1 | 1% | 13% | 10% | / | / | 1.8% | 13% | 2% | 1 | -7.8%
COc1ccccc1NC(=S)NNC(=O)c1nn(C)c(C)c1Cl | -8% | -15% | -6% | -2 | 793 | 0.1% | -6% | 16% | 1.2 | -3.3%
Cc1ccnn1C(C)C(=O)O (stereo not given) | -1% | -2% | -9% | 6 | 709 | 0.1% | -5% | 4% | 1 | 0.4%
COc1ccc(OCC(=O)Nc2cccc3cccnc23)cc1 | -8% | 4% | -1% | / | / | 0.4% | 9% | -2% | 1 | -2.4%
Cc1nn(CCC(=O)NNC(=S)Nc2ccccc2)c(C)c1Br | 21% | -5% | 4% | -9 | 756 | -0.1% | 7% | 3% | 2.6 | -4.9%
CC(C)=NOc1nc(N(C)C)nc(N2CCOCC2)n1 | 0% | 1% | / | -2 | 711 | / | / | -6% | / | /
Cc1ccc(Nc2nc(Nc3ccc(C)cc3)nc(SC3=NCCS3)n2)cc1 | -7% | 6% | 11% | 14 | 780 | 0.2% | 8% | 4% | 1.2 | -4.0%
CC(=O)C1=C(C)NC(C)=C(C(C)=O)C1c1cn(-c2ccccc2)nc1-c1cccs1 | -2% | 16% | -20% | -4 | 692 | -0.1% | -18% | 0% | 1 | -4.8%
Cc1ccc(C(=O)CSc2nc3ccccc3c(=O)[nH]2)cc1 | 15% | 3% | 2% | / | / | 0.5% | 1% | -1% | 1.1 | -4.8%
CC(C)(C)C(=O)NC(=S)Nc1sc2c(c1C(N)=O)CCC2 | 6% | 18% | 29% | -5 | 717 | -8.9% | 2% | -4% | 0.7 | -9.1%
O=C(O)CCCCCCNS(=O)(=O)c1ccccc1 | -9% | 4% | -13% | 6 | 747 | 0.3% | -8% | -1% | 1 | -4.0%
O=C(N/N=C/c1ccc[nH]1)c1ccccc1O | / | / | -11% | 0 | 659 | 0.2% | 28% | -6% | 1.1 | -2.3%
CSCCC1Nc2ccc(S(=O)(=O)N3CCOCC3)cc2NC1=O (stereo not given) | 54% | 6% | -86% | -2 | 663 | 0.4% | -164% | -2% | 1.1 | -3.7%
O=c1c(O)c(-c2ccc3c(c2)OCO3)oc2ccccc12 | -5% | 2% | -14% | / | / | 0.2% | -13% | 10% | 1.1 | -3.3%
CCOC(=O)c1cn2nc(-c3ccc(OCC)cc3)cc2nc1C1CCN(C(=O)OC(C)(C)C)CC1 | -14% | 0% | 14% | 3 | 810 | 0.8% | 6% | 1% | 1.1 | -1.3%
O=C(CN1C(=O)COc2ccc(S(=O)(=O)N3CCCC3)cc21)N1CCCC1 | 4% | -5% | / | 0 | 653 | -0.1% | / | -3% | / | /
O=C(NC1=NCCS1)C1CC2CCC1C2 (stereo not given) | 0% | -3% | -4% | / | / | 2.2% | -7% | -1% | 1.1 | -5.0%
O=C1CCCC(=O)C1C(=O)C1CCN(S(=O)(=O)c2ccccc2)CC1 | -8% | -1% | -19% | 4 | 655 | 0.9% | -9% | -1% | 1 | -7.2%
N#Cc1ccc(-c2ccc(Cl)cc2)nc1Oc1ccc(F)cc1 | 5% | 9% | -2% | / | / | 0.1% | -6% | 4% | 1.1 | -2.5%
CCCN(CCC)CCCNC(=O)CS(=O)Cc1nc(-c2ccc(OC)c(OC)c2)oc1C (stereo not given) | 7% | 10% | 0% | / | / | 0.1% | -1% | 1% | 1 | -5.8%

Other compounds.
The line under a structure holds: M17LAP inhibition	P. falciparum M1AAP	PMI inhibitors	Hep lipid drop	Hep lipid drop cells 6.5 µM	K1F lysis inhibition	human PMI inhibitors	Siah-1 displacement	TNAP activators	XIAP displacement
COc1ccc(N2CCN(C(CNC(=O)C(=O)NCCCn3ccnc3)c3ccco3)CC2)cc1 (stereo not given)
  1%	-3%	-3%	0	728	0.4%	6%	9%	1.2	-1.6%
CCN(CC)CCNC(=O)Cn1cnc2sc(C)c(S(=O)(=O)N3CCN(c4ncccn4)CC3)c2c1=O
  5%	-3%	-3%	5	673	-0.6%	-1%	-4%	1.2	-3.8%
CN(C)S(=O)(=O)c1cccc(-c2nnc(SCc3cc(Cl)cc4c3OCOC4)n2N)c1
  -5%	11%	-7%	/	/	-3.0%	1%	-1%	1.1	-2.5%
Cc1ccc(N(CCCCN2C(=O)c3ccccc3C2=O)C(=O)c2ccc(Cl)s2)cc1
  -5%	-8%	14%	1	722	1.5%[50 µM]	12%	10%	1	-0.5%
CCCCCCNS(=O)(=O)c1ccc(NC(=O)C2CCCO2)cc1 (stereo not given)
  4%	6%	2%	4	687	1.9%	4%	24%	1.1	1.4%
CC1CCCC(NC(=O)COC(=O)/C=C/c2ccc3c(c2)OCO3)C1C (stereo not given)
  -18%	-5%	6%	4	726	2.4%[50 µM]	-3%	7%	1.1	-4.5%
O=C(Oc1c(CN2CCOCC2)cc(Cl)c2cccnc12)c1ccccc1Br
  6%	5%	/	-2	736	-0.6%[50 µM]	/	12%	/	/
CC1=CC(C)(C)Nc2ccc(OC(=O)C(Cc3ccccc3)N3C(=O)c4ccccc4C3=O)cc21 (stereo not given)
  -7%	2%	22%	/	/	1.0%	25%	-1%	1.1	-4.2%
O=C(NCc1ccco1)/C(=C/c1cccc(C(F)(F)F)c1)c1nc2ccccc2[nH]1
  7%	4%	-9%	-2	514	1.0%	-7%	-1%	1	-4.5%
N#Cc1cccc(N=Cc2c(O)ccc3ccccc23)c1
  -1%	7%	39%	0	642	-2.6%	65%*	-5%	1	-5.2%
O=C(CSc1nc2[nH]ncc2c(=O)[nH]1)NCCc1ccccc1
  5%	2%	-12%	3	684	0.2%	-5%	8%	1	-5.5%

Four compounds from above, showing only M17LAP inhibition:
SMILES	M17LAP inhibition
COc1ccc(N2CCN(C(CNC(=O)C(=O)NCCCn3ccnc3)c3ccco3)CC2)cc1 (stereo not given)	1%
CCN(CC)CCNC(=O)Cn1cnc2sc(C)c(S(=O)(=O)N3CCN(c4ncccn4)CC3)c2c1=O	5%
CN(C)S(=O)(=O)c1cccc(-c2nnc(SCc3cc(Cl)cc4c3OCOC4)n2N)c1	-5%
Cc1ccc(N(CCCCN2C(=O)c3ccccc3C2=O)C(=O)c2ccc(Cl)s2)cc1	-5%
